# STK33 inh: inhibitors of purified STK33 kinase, primary screen, biochemical, ADP-Glo luminescence, homogeneous, cell-free; Serine/threonine-protein kinase 33 (Homo sapiens), Q9BYT3; inhibition, % at 10 µM; MBP phosphorylation; actives 0.073% (n = 320,000);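 active = inhibition at or above 25%, using the most active replicate where run in duplicate; inactive = inhibition below 25%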
# Target sequence (Q9BYT3 whole entry, looked up): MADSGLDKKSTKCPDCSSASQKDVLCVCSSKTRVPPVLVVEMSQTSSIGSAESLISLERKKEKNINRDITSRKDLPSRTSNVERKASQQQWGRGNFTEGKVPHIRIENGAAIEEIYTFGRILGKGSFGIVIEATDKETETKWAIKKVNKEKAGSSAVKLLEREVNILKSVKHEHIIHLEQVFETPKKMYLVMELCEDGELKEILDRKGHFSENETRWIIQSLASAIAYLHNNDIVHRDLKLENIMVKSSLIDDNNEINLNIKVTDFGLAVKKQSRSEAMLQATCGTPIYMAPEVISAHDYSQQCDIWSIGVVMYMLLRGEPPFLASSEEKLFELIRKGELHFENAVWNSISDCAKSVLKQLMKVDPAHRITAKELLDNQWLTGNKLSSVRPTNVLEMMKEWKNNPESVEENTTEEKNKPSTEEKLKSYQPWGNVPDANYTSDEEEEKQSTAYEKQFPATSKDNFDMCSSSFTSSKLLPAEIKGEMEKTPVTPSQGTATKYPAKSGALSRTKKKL
# Kir21 block: inhibitors of mouse Kir2.1 inward-rectifier potassium channel; AID 1672, 2009; HEK293-Kir2.1, FluxOR thallium flux fluorescence; stronger effect = lower value; B-score at 10 µM; actives 0.85% (n = 310,000); Inward rectifier potassium channel 2 (Mus musculus), P35561;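 active = fluorescence ratio B-score at or below minus 3 SD of library scores, with starting-brightness B-score within 2 SD, cut at about -4.2 in these data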;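 also: channel flux triggered by added potassium and thallium sulfate stimulus; B-score of peak minus minimum fluorescence over baseline after thallium stimulus; more negative B-score means stronger Kir2.1 block with less thallium influx; some compounds called inactive have numbers as strong as hits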
# Target sequence (P35561 whole entry, looked up): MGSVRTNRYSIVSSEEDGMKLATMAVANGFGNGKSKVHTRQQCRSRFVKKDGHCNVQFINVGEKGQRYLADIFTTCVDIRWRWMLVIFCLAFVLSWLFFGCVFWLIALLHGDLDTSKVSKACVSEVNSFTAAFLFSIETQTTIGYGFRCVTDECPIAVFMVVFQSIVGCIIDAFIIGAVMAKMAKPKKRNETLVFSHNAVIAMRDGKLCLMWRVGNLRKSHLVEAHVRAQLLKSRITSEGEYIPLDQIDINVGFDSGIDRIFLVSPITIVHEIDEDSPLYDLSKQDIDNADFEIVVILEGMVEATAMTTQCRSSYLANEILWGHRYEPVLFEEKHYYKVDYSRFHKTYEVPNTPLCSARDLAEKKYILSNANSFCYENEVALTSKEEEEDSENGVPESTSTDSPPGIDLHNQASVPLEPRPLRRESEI
# The depositor's hits bear a star; / = not tested or not shown.
SMILES,STK33 inh,Kir21 block
Cc1cc(NC(c2cccnc2)c2ccc3cccnc3c2O)no1 (stereo not given),-1.3,-2
CN1Cc2ccccc2CC1CNCc1c(C(=O)N2CCCC2)nc2ccccn12 (stereo not given),0.2,1.6
COC(=O)c1nn(C23CC4CC(CC(C4)C2)C3)c2c1C(=O)N(c1ccc(F)cc1)C2=O,-1.9,-0.12
Cc1cc(C)cc(C(=O)NCC(=O)N2CCN(c3cccc(Cl)c3)CC2)c1,-2.8,-0.08
COc1ccc2cc(CN(Cc3ccco3)C(=S)NCC3CCCO3)c(=O)[nH]c2c1 (stereo not given),0.2,1.3
Oc1ccccc1C=NCC(O)c1ccccc1 (stereo not given),-0.3,-1.5
Cc1oc(CSCCSCc2cc(C(=O)O)c(C)o2)cc1C(=O)O,-0.4,-0.9
CCC(=O)N1CCN(c2ccccc2NC(=O)COc2ccccc2Cl)CC1,1.0,-1.3
COc1cccc(-c2nc(CS(=O)(=O)CC(=O)NC3CCCc4ccccc43)c(C)o2)c1 (stereo not given),-1.0,-0.13
CC1CCN(C(=O)CSc2nnc3ccc(-c4cccnc4)nn23)CC1,-3.1,-0.71
COc1ccc(CC(=O)Nc2ccccc2C(=O)N2CCOCC2)cc1,-1.2,-1.2
CCOC(=O)C1C(=O)NC(N2CCCCC2)=NC1c1ccccc1 (stereo not given),-1.1,0.26
COc1cccc(NC(=S)N(C)C2CCN(C)CC2)c1,0.3,-1.2
C=CCN(c1ccc(C(=O)N2CCCC2)cc1)S(C)(=O)=O,0.9,-0.04
CC1(C)Cc2c(cnn2-c2cccc(F)c2)C(NC(=O)CN2CCCC2=O)C1 (stereo not given),-1.2,0.19
O=C1NC(CCc2ccccc2)C(=O)N1CCOc1cccc(Br)c1 (stereo not given),-0.3,0.23
O=C(COc1ccc(Cl)cc1)Nc1nc(-c2cccs2)cs1,-0.8,-0.37
O=C(CNC(=O)c1ccc(Br)cc1)NCC(=O)OCC(=O)c1ccc(F)cc1,0.6,-1
CC1CCN(S(=O)(=O)c2ccc3c(c2)N(CC(=O)NCCCOC(C)C)C(=O)CO3)CC1,-1.8,-0.03
CC(=O)Nc1ccc(S(=O)(=O)N2CCC(C(=O)NCCC(=O)NCc3ccccc3)CC2)cc1,-0.5,-0.03
COc1ccc(/C=C/C(=O)NC2CCCCCC2)cc1S(=O)(=O)N1CCOCC1,-0.9,-0.06
CCOC(=O)C1=C(COC(=O)Cc2ccccc2F)NC(=O)NC1C (stereo not given),-1.9,-0.85
COC(=O)c1ccc(C(=O)NC(=S)Nc2nc3c(s2)CC(C)CC3)cc1 (stereo not given),-0.5,-1.6
COc1ccc(S(=O)(=O)N2CCN(C(C)C(=O)Nc3ccc(C(C)C)cc3)CC2)cc1 (stereo not given),-0.4,/
c1cnc(N2CCN(c3ccc4ccccc4n3)CC2)nc1,-0.8,0.04
O=C(CNS(=O)(=O)c1ccc2c(c1)OCCCO2)N1CCN(Cc2ccccc2)CC1,-1.2,/
O=C1OCc2cc(NC(=O)C3CCCCC3)ccc21,0.8,-0.59
Cc1cccc(N2CCN(C(c3ccc(N(C)C)cc3)c3nnnn3C(C)(C)C)CC2)c1C (stereo not given),-1.0,-0.47
COc1ccc(C(=O)CCS(=O)(=O)c2ccc(C)cc2)cc1OC,-1.2,-2.2
Cc1nc2ncnn2c(N2CCN(c3cccc(C(F)(F)F)c3)CC2)c1C,-1.2,0.46
O=C(Nc1c2c(nn1-c1ccccc1)CS(=O)(=O)C2)c1ccccc1Br,-2.0,-0.17
O=C(N/N=C/c1ccc(N2CCOCC2)o1)c1cccc(F)c1,3.5,-0.43
Cc1ccc(S(=O)(=O)N(C)CC(=O)OCC(=O)NCCc2ccc(S(N)(=O)=O)cc2)cc1,-1.7,/
Cc1cc(C)c(S(=O)(=O)N2CCCC(C(=O)N3CCOCC3)C2)c(C)c1 (stereo not given),-2.8,-0.64
Cc1ccc(NC(=O)C(C)OC(=O)COc2cccc(C(F)(F)F)c2)cc1 (stereo not given),1.6,/
COc1cccc(/C=C2\N=C(c3c(-c4ccccc4)noc3C)OC2=O)c1,-2.3,-2.7

# Single records (already shown). Order of screens: STK33 inh	Kir21 block
# Cc1oc(CSCCSCc2cc(C(=O)O)c(C)o2)cc1C(=O)O reads -0.4	-0.9
# CC1(C)Cc2c(cnn2-c2cccc(F)c2)C(NC(=O)CN2CCCC2=O)C1 (stereo not given) reads -1.2	0.19
# CN1Cc2ccccc2CC1CNCc1c(C(=O)N2CCCC2)nc2ccccn12 (stereo not given) reads 0.2	1.6

# More results follow:
SMILES,STK33 inh,Kir21 block
CCOC(=O)N1CCN(C(=O)c2ccc3c(=O)n(CCOC)c(=O)[nH]c3c2)CC1,-0.7,-2.2
O=C(C1=NN[C@@H]2C(=O)N(c3ccccc3C(F)(F)F)C(=O)[C@H]12)c1cnccn1,-3.0,-1.9
C/C(=C\C(=O)c1ccc(Br)cc1)NNC(=O)c1ccccc1,-1.5,-0.33
CCc1ccc(OCC(=O)NC(=S)Nc2ccc(Br)c(C)n2)cc1,0.8,0.14
O=C(Nc1nc2ccccc2n1CCN1CCOCC1)c1ccc(Cn2cc([N+](=O)[O-])cn2)o1,0.5,-0.11
Cc1ccc(-c2cc(C(=O)Nc3cc(C)on3)c3ccccc3n2)c(C)c1,0.2,-0.31
COCc1cc(C)n(CC(=O)N/N=C/c2ccc(-c3ccc(Cl)c(C(=O)O)c3)o2)c(=O)c1C#N,-0.6,0.08
COC(=O)c1ccc(CC(=O)c2c(C)cc(O)cc2O)o1,0.7,0.38
Cc1sc2nc(SCC(=O)Nc3cccc(S(N)(=O)=O)c3)[nH]c(=O)c2c1C,-0.2,/
NS(=O)(=O)c1ccc(CCNC(=O)CNC(=O)c2ccc(F)cc2)cc1,0.9,0.49
Cc1ccc(N2C(=O)C3C4C=CC(CC4)C3C2=O)c([N+](=O)[O-])c1 (stereo not given),-0.9,0.14
Cc1ccc(CNc2ccc3c(c2)OCO3)c(C)c1,0.2,0.49
OCC1(CO)COC(c2ccccc2)=N1,-1.5,1.5
Cc1ccc(C(=O)CC(=O)c2ccc(C(C)(C)C)cc2)cc1,-2.2,1.2
COc1cc(-c2cc(=O)c3c(O)c(OC)c(OC)cc3o2)cc(OC)c1O,17,0.04
Cc1cc(=O)c(C(=O)Nc2ccc(N3CCOCC3)cc2N2CCOCC2)nn1-c1ccccc1Cl,-0.5,/
CC(C)CN(C(=O)COC(=O)COc1ccc2ccccc2c1)c1c(N)n(Cc2ccccc2)c(=O)[nH]c1=O,-1.2,-0.02
O=C(CCN1C(=O)/C(=C/c2cccs2)SC1=S)Nc1ccccc1O,-1.7,0.39
O=C(CCCN1C(=O)c2cccnc2C1=O)Nc1ccccc1F,-0.2,0.5
Cn1c(Cn2c(=O)sc3ccccc32)nnc1SCC(=O)N1CCCC1,1.0,1.7
Cc1cc(NC(=O)CCC(=O)N(c2ccccc2)C(C)C(=O)NC2CCCC2)no1 (stereo not given),-1.9,1.8
O=C(CN1C(=O)S/C(=C/c2cccs2)C1=O)N1CCCC1,-2.7,/
C/C(=N/Nc1nc(C)cc(-c2ccccc2)n1)c1ccco1,-1.8,1.4
CC(=O)N1CCc2cc(S(=O)(=O)NCCC(=O)Nc3cc(C)cc(C)c3)ccc21,1.2,0.92

# 5 entries picked at random from those above, as already listed:
SMILES,STK33 inh,Kir21 block
Cn1c(Cn2c(=O)sc3ccccc32)nnc1SCC(=O)N1CCCC1,1.0,1.7
Cc1cc(NC(c2cccnc2)c2ccc3cccnc3c2O)no1 (stereo not given),-1.3,-2
COC(=O)c1ccc(C(=O)NC(=S)Nc2nc3c(s2)CC(C)CC3)cc1 (stereo not given),-0.5,-1.6
Cc1cc(=O)c(C(=O)Nc2ccc(N3CCOCC3)cc2N2CCOCC2)nn1-c1ccccc1Cl,-0.5,/
O=C(N/N=C/c1ccc(N2CCOCC2)o1)c1cccc(F)c1,3.5,-0.43

# Next part:
SMILES,STK33 inh,Kir21 block
NC(=O)c1c(NC(=O)c2ccccc2C(=O)O)sc2c1CCCC2,-0.4,-0.05
COc1cc(C2Nc3ccccc3C(=O)N2NS(C)(=O)=O)c([N+](=O)[O-])cc1OC (stereo not given),2.6,1.6
CCc1nnc(NC(=O)c2ccc(NC(=O)C(C)C)cc2)s1,-0.8,-0.35
O=C(NCC(=O)N1CCC(Cc2ccccc2)CC1)c1ccc(Cl)cc1,-1.9,0.58
O=C(CN1C(=O)NC2(CCCCCC2)C1=O)NCc1ccccc1Cl,-0.2,/
COc1ccc(-c2nnc(SCC(=O)OC3CCCCC3)o2)cc1OC,-0.4,-0.71
Cc1ccc(Cl)cc1N1CCN(C(=O)CCS(=O)(=O)c2ccc3c(c2)NC(=O)CO3)CC1,-2.1,-0.25
CC12CCC(C(=O)NCc3ccccc3Cl)(CC1=O)C2(C)C (stereo not given),0.1,-0.04
C[C@H](NC(=O)c1ccc(Cl)cc1)C(=O)NNC(=O)c1cccs1,-1.1,/
Cc1ccc(/C=N/NC(=O)CC2N=C(Cc3ccccc3)NNC2=O)cc1 (stereo not given),-1.2,1.7
Cc1cc(C)n(-c2ncnc3sc4c(c23)CCCC4)n1,-0.9,-0.02
Cc1ccc(S(=O)(=O)Nc2n[nH]nc2C(=O)NC2CCCCC2)cc1,-2.4,-0.82

# Part of the list above, set out differently:
STK33 inh,Kir21 block,mol
-2.1,-0.25,Cc1ccc(Cl)cc1N1CCN(C(=O)CCS(=O)(=O)c2ccc3c(c2)NC(=O)CO3)CC1
0.1,-0.04,CC12CCC(C(=O)NCc3ccccc3Cl)(CC1=O)C2(C)C (stereo not given)
-1.1,/,C[C@H](NC(=O)c1ccc(Cl)cc1)C(=O)NNC(=O)c1cccs1
-1.2,1.7,Cc1ccc(/C=N/NC(=O)CC2N=C(Cc3ccccc3)NNC2=O)cc1 (stereo not given)

# Next records follow.
SMILES,STK33 inh,Kir21 block
CCN(CC)c1nc2n(c(=S)n1)CCS2,0.5,-1.7
CCC(NC(=O)NC1CCCCC1)c1ccccc1 (stereo not given),-2.9,-1.4
CC(C)Cc1nnc(NC(=O)C2CCN(C(=O)c3ccc(Cl)cc3)CC2)s1,0.5,0.41
CS(=O)(=O)Nc1ccc(-c2ccc(/C=C3\SC(N)=NC3=O)o2)cc1,-1.3,3.1
Cc1ccsc1CN(C)Cc1nc(C2CC2)no1,-0.3,-0.38
C=CC(COCc1ccccc1)N(Cc1ccccc1)S(=O)(=O)c1ccccc1Br (stereo not given),-0.1,-0.07
COc1ccc(S(=O)(=O)N2CCCCC2)cc1NC(=O)C1CC(=O)N(c2ccc3c(c2)OCCO3)C1 (stereo not given),5.9,-0.06
Cc1ccc(-c2csc(=Nc3cccnc3)n2CCCn2ccnc2)cc1C,-2.1,-4.5*
CCN(CC)S(=O)(=O)c1cc(C(=O)OCC(=O)NC(=O)c2cccn2C)ccc1C,-1.3,0.64
CN(C)c1ccc(/C=[N+](\[O-])C(C)(C)/C=N/O)cc1,-1.2,0.14
O=C(Nc1ccc(Cl)c([N+](=O)[O-])c1)ONC1=NCCCCC1,0.0,-1.5
CC(C)CCNc1nc2c(c(=O)n(Cc3cccc(F)c3)c(=O)n2C)n1C,-2.1,0.27
Cc1ccc(N/N=C2\CCS(=O)(=O)c3sccc32)cc1,-0.4,0.43
CN1CCN(C(=S)c2cn(Cc3ccccc3)c3ccccc23)CC1,-1.1,-1.9
O=C(CN1CCN(Cc2ccccc2)CC1)N/N=C/c1ccccc1F,-1.9,0
CC(C)[C@H](NS(=O)(=O)c1cccc(Cl)c1)C(=O)OCC(=O)N1CCN(c2ccccc2)CC1,-1.3,-0.95
Cc1ccc(NC(=S)N(Cc2ccco2)C(C)c2cccs2)cc1 (stereo not given),0.4,-0.34
Cc1cc(SCC(=O)Nc2ccccc2)nc(C)n1,0.2,-0.32
O=C(Nc1cccc(NC(=O)C2CCCO2)c1)C1CCCO1 (stereo not given),1.4,0.49
CC(=O)N1CCN(c2ccc(NC(=O)c3ccccc3)cc2)CC1,0.7,1.6
CCOC(=O)C[C@H]1c2ccccc2S(=O)(=O)N1C1CC1,-0.1,0.04
O=[N+]([O-])c1ccc(O)c(/C=N/Nc2ncnc3c2cnn3-c2ccccc2)c1,-0.3,1.7
Cc1ccc(OCC(=O)N/N=C\c2ccc(O)cc2)c([N+](=O)[O-])c1,0.5,0.72
O=C(c1ccc2c(=O)n(Cc3ccccc3)c(=S)[nH]c2c1)N1CCOCC1,1.1,-1.2
NS(=O)(=O)c1ccc(CCNC(=O)CCNS(=O)(=O)c2ccccc2C(F)(F)F)cc1,-1.7,/
COc1ccc(OCCSc2nc3ccccc3c(=O)[nH]2)cc1,-2.0,-1.1
CCOC(=O)CN(C(=O)COc1nc(C)cc(C)c1C#N)c1cccc(Cl)c1,0.3,1.9
COc1ccc(-c2noc(CSc3nnc(-c4ccncc4)n3-c3ccc(F)cc3)n2)cc1OC,0.1,/
CC(=O)NS(=O)(=O)c1ccc(NC(=O)COc2ccc(C(=O)c3ccccc3)cc2)cc1,-0.7,0.09
CC1(c2ccc([N+](=O)[O-])cc2)NC(=O)NC1=O (stereo not given),-0.2,0.56
COc1cccc(N2CCN(CC(=O)Nc3ccc(S(=O)(=O)N4CCCCCC4)cc3)CC2)c1,-0.1,/
COC(=O)c1sc(-c2ccccc2)cc1NC(=O)c1cc(OC)cc(OC)c1,0.4,-0.03
COc1ccc(/C=C(\NC(=O)c2ccco2)C(=O)NCCc2nc3ccccc3[nH]2)cc1,-0.2,0.14
O=C(NC1CCN(S(=O)(=O)c2ccc(F)cc2)CC1)c1ccccc1,-0.4,0.33
CCOC(=O)N1CCN(C(=O)c2c[nH]c3ccc(S(=O)(=O)N(C)c4ccc(OCC)cc4)cc3c2=O)CC1,-1.4,0
O=C(COc1ccccc1)Nc1ccc(NC(=O)c2ccco2)cc1,-0.9,0.8
COc1cccc(-c2nc(-c3cccs3)no2)c1,-3.2,-0.18
COc1ccc(C(c2nnnn2C2CCCC2)N2CCC(C(N)=O)CC2)c(OC)c1 (stereo not given),/,1.1
CC(C)(C)c1nnc2sc(SCC(=O)NCc3ccco3)nn2c1=O,-0.3,/
